KLF5 inh: suppresses KLF5 promoter-driven expression; DLD-1 KLF5 promoter-luciferase reporter, luminescence; 290,000 compounds, 0.23% hits; inhibition, % at 5 µM;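 active means inhibition above a per-plate limit of that plate's mean compound inhibition plus 3 SD, cut at about 60% in these data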;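 further: 0% = DMSO wells and 100% = LY294002 at 200 µM; higher means less KLF5 promoter-driven luciferase light; inactives centre near -14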
HIF act: HIF pathway transcriptional activation | U2OS HRE-luciferase reporter, luminescence; normalized: DMSO 0%, desferrioxamine 100% | activation, % at 7.5 µM (by protocol) | 300,000 compounds, 0.32% hits | AID 1910;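 active means mean activation of at least 10% of the iron chelator positive control signal, with at least half of replicates also reaching 10%; inconclusive means mean and replicate majority disagree about reaching 10%; inactive means mean and most replicates under 10%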
HSF1 activator: increases HSF-1 driven luciferase reporter signal; NIH3T3-HGL HSF-1 luciferase reporter, MG132, 8 h; 100% = twice DMSO control signal; activation, % at 9 µM; 300,000 compounds, 1.7% hits; AID 504408;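 active means mean replicate activation of at least 50% with a set share of replicates each reaching 50%; inconclusive means only one of those two conditions met; inactive means mean below 50% and too few replicates reaching it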;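 further: 0% = median of the neutral control wells and 100% = twice that signal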
HSP90 refold inh: inhibitors of HSP90 luciferase refolding in rabbit reticulocyte lysate | luciferase refolding luminescence, 3 h | inhibition, % at 5.6 µM | 290,000 compounds, 0.91% hits | AID 1789;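 active means inhibition above the screen-wide mean plus 3 SD, computed separately per campaign, cut at about 16% in these data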;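 further: 0% = DMSO wells and 100% = 60 µM geldanamycin wells; inhibitors lower the luminescence because luciferase stays unfolded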
GSK3A inh: inhibitors of human GSK-3 alpha kinase; ADP-Glo luminescence, 60 min; P49840; 320,000 compounds, 0.1% hits; inhibition, % at 10 µM;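 in the data active means inhibition above about 50%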;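 further: GST-tagged GSK-3 alpha with peptide substrate and 25 µM ATP; 0% = DMSO neutral wells and 100% = GW8510 positive control wells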
Target sequence (P49840 whole entry, looked up): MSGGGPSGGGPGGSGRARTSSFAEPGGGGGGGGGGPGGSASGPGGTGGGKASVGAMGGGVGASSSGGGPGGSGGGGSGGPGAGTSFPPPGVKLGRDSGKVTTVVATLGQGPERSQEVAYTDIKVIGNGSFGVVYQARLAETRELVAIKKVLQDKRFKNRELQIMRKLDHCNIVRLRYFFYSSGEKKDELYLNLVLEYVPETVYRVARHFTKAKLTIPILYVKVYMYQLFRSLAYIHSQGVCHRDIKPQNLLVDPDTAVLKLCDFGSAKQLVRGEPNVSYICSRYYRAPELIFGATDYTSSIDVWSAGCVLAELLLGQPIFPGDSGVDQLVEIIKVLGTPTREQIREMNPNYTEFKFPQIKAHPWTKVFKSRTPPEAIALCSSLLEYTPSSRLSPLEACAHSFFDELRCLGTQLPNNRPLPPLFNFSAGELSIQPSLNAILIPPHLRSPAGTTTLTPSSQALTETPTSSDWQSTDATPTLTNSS
AI-2 QS mod: modulators of Vibrio harveyi AI-2 quorum sensing system | Vibrio harveyi JMH597 AI-2 luminescence/OD600 ratio, 9 h; stronger effect = lower value; strain lacks LuxN and CqsS sensors; 0 = neutral-control median | activity change, % at 7.5 µM | 300,000 compounds, 0.4% hits | AID 2094; in the data active means activity change below about -75%, passing the limit was not always enough; inconclusive means no clear call, values can overlap the other calls;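 further: luminescence divided by OD600 gain over 9 h not by final OD600 alone; inactives centre near 13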
aSyn UTR inh: MLPCN primary screen, SNCA 5' untranslated region. inhibition, % (tested at 7.5 µM). 300,000 compounds, 0.82% hits. alpha-synuclein 5'UTR reporter, inhibitor activity; in the data active means inhibition above about 60%; inconclusive means no clear call, values can overlap the other calls;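 further: H4 neuroglioblastoma cells stably carrying SNCA 5'UTR luciferase fusion; 0% = DMSO wells and 100% = positive control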
HSF1 inhib: HSF1 inhibition; NIH3T3-HGL HSE-luciferase, MG132-induced, luminescence 8 h; stronger effect = lower value; activity change, negative = inhibition, % at 7.5 µM (by protocol); 300,000 compounds, 0.77% hits;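 active means more than half of replicate wells show activity change below -50%, luminescence cut by over half; inconclusive means some wells, but at most half, below -50%; inactive means no replicate well below -50%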;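 further: luciferase reports HSF-1 transcriptional activity via heat shock element; 0% = median of DMSO wells and -100% = zero luminescence signal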
IEC-6 cytotox: kills IEC-6 intestinal cells in KLF5 counter-screen; IEC-6 cytotoxicity, luminescence viability; inhibition, % at 5 µM; 290,000 compounds, 0.78% hits; AID 1825; in the data active means inhibition above about 22%;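 further: 0% = plate median of test compound wells and 100% = cytotoxic reference compound wells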
GSK3B inh: blocks human GSK3beta kinase activity. P49841. GST-GSK3beta kinase, ADP-Glo luminescence, 60 min; stronger effect = lower value. activity score (negative = inhibition), % at 10 µM. 300,000 compounds, 0.038% hits. AID 2097;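 active means more than half of replicate wells score below -50%, meaning over 50% inhibition versus plate controls; inconclusive means some replicates but at most half score below -50%; inactive means no replicate scores below -50%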;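 further: 0% = median DMSO wells and -100% = median GW8510 positive control wells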
Target sequence (P49841 whole entry, looked up): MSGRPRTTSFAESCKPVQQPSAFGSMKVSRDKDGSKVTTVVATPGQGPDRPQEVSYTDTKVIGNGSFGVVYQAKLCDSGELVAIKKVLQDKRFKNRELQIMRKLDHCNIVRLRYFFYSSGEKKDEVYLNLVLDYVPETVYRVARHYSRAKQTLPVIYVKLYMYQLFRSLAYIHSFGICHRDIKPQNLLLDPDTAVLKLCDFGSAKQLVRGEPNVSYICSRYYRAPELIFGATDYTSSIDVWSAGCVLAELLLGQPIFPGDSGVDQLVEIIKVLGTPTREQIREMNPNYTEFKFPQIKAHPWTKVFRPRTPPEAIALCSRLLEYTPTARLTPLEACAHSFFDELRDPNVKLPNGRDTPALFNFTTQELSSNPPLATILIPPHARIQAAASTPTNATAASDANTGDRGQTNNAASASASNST
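Assay system: GST-fused GSK3beta enzyme, cell-free / Medium: Tris pH 7.5 buffer with MgCl2, DTT, BSA, heparin / Also added: peptide substrate plus 25 µM ATP (final) / Compound: 10 µM single point / Timing: kinase reaction with compound 60 min at room temperature / Detection: ADP-Glo luminescence / Benchmarks: DMSO neutral wells and GW8510 at 20 µM as positive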
* = called active by the depositor; u = inconclusive; x = not tested or not shown.

Screens in order: KLF5 inh, HIF act, HSF1 activator, HSP90 refold inh, GSK3A inh, AI-2 QS mod, aSyn UTR inh, HSF1 inhib, IEC-6 cytotox, GSK3B inh
> COc1ccccc1C(CNC(=O)c1ccc(NS(=O)(=O)c2ccc(F)c(C)c2)cc1)N(C)C (stereo unspecified)
→ -2, -0.1, -9, 3, -1, -5, -20, -2, 10, -1
> Cc1cc(=O)[nH]c(SCc2ccccc2)n1
→ -15, -18, 15, 4, 1, 19, -2, 6, 8, -1
> c1csc(CNc2ncnc3nc[nH]c23)c1
→ -16, 0.8, -7, -1, 7, 14, -16, 0, -2, 0
> O=C(CN(c1cc(Cl)ccc1Cl)S(=O)(=O)c1ccccc1)N1CCOCC1
→ -25, 0.1, -24, -2, 1, 10, -5, -4, 0, 3
> Cc1ccccc1N(C(=O)c1ccco1)C(C(=O)NC1CCCC1)c1cccnc1 (stereo unspecified)
→ 13, 0.2, 13, 0, 0, 31, 16, 1, -1, 0
> Cc1ccc(-n2c(-c3ccccc3)cc(=O)nc2C)cc1
→ 6, -0.1, 9, -2, 1, 15, 30, 4, -1, 2
> Cc1ccc(C)c(OCCC(=O)OCC(=O)c2ccc3c(c2)NC(=O)CO3)c1
→ x, -0.1, -12, x, 2, 18, 14, 2, x, -3
> Cc1cccc2c1-c1sc(C(=O)NCCCN3CCc4ccccc4C3)cc1CO2
→ -17, 0.0, 15, 1, -1, 14, 27, 2, 3, 1
> CC(C)c1nc(C(=O)N2CCc3c([nH]c4ccccc34)C2c2ccccn2)cs1 (stereo unspecified)
→ -6, -0.1, 4, 7, 1, 29, 12, 1, 8, 2
> CCOc1ccccc1N1CC(C(=O)N(Cc2nnc(-c3ccccc3Cl)o2)C2CC2)CC1=O (stereo unspecified)
→ x, 0.1, 5, x, 2, 6, 6, 7, x, 3
> CCO[C@@H]1OC(C(=O)N2CCN(Cc3ccc4c(c3)OCO4)CC2)=C[C@H](C2CC2)[C@H]1CCCO
→ -17, -5.5, -4, 5, 0, 5, 10, 2, 1, 1
> CCOC(=O)C1=C(c2ccccc2)N=C2SCC(=O)N2C1c1cccc(OC)c1 (stereo unspecified)
→ -28, -0.3, -14, 3, -6, 35, -6, 1, -1, -2
> Fc1ccc(-c2ccnc3nc(N4CCOCC4)nn23)cc1
→ -7, 0.0, -7, -2, 0, 12, 9, -5, -9, 1
> CC(C)(C)N(NC(=O)c1ccccc1)C(=O)c1ccc(C(=O)N(NC(=O)c2ccccc2)C(C)(C)C)cc1
→ -4, x, 4, 0, -2, 2, 1, -2, -5, -1
> COc1ccc(-c2nc3nc(C)cc(C)n3n2)cc1
→ -18, 4.3, 28, -1, -2, 19, -135, 4, -1, 2
> CC(C)/C=C/C(=O)N1CCCC(N2CCN(c3ccccc3F)CC2)C1 (stereo unspecified)
→ -10, -1.6, -12, -5, 1, 4, 8, -5, -14, -3
> CC(C)(C)C(=O)N1CCN(c2ccc(NC(=O)c3ccc4c(c3)OCCO4)cc2)CC1
→ -25, -1.7, -17, -1, 0, 36, 34, -15, 3, 4
> CN(Cc1ccccc1)C(=O)COC(=O)c1ccc(=O)n(Cc2ccccc2)n1
→ x, -0.3, -2, x, -3, -4, 2, 3, x, 5
> Cc1ccc(C(=O)CSc2nnc(-c3cccnc3)n2N)cc1
→ 0, 1.0, 13, 2, 0, 36, -4, -4, 6, 2
> CC1(C(=O)O)CCC(C(=O)NNC(=O)c2ccccc2Cl)C1(C)C (stereo unspecified)
→ x, 0.0, 7, x, -3, 3, -22, -6, x, -24
> O=C(Nc1sc2c(c1-c1nc3ccccc3[nH]1)CCCC2)C1CC1
→ -15, 2.3, 3, -2, -1, 26, -22, 5, 1, 0
> CC(=O)c1ccccc1NC(=O)COC(=O)c1ccc2c(c1)nc(C)n2-c1ccccc1
→ 4, -0.2, 11, -5, 5, 12, 0, 0, -5, 2
> COCCN(C(=S)Nc1ccc(OC)cc1)C1CCN(C(C)C)CC1
→ 5, -0.3, -6, -3, 1, 16, -2, 6, -1, -2
> COc1ccccc1-c1ccc(SCC(=O)NC2CCCC2)nn1
→ x, -0.1, 2, x, 0, 22, 10, 0, x, -3
> CCS(=O)(=O)N1CCCC(C(=O)NCc2cccc(OC)c2)C1 (stereo unspecified)
→ 6, -0.5, -9, 8, x, 31, -4, 0, -1, -2
> O=C1C(c2ccccc2)NC(=S)N1C1CCCCC1 (stereo unspecified)
→ -11, 1.0, 4, -4, 0, -9, -13, 8, -2, -3
> O=C1OCCN1CC(=O)N1CCc2c([nH]c3ccccc23)C1c1ccccn1 (stereo unspecified)
→ -35, -0.5, 6, 0, 0, 14, 9, 0, 8, -3
> COc1ccc(CCNC(=O)c2ccc(Cl)cc2Cl)cc1OC
→ -21, 1.3, u, 1, 0, 36, -99, 18, -1, -1
> COc1ccc(N2CCN(C(=O)c3ccc(N(C)S(=O)(=O)c4ccc(C)cc4)cc3)CC2)cc1
→ -22, -0.6, -16, -3, -1, 7, -14, -11, 4, 1
> CCOC(=O)c1ccc(-n2cncn2)nc1
→ -22, 0.5, 4, 1, 0, 24, -1, 2, 3, -2
> O=C(O)c1ccccc1-c1cn2cc(Cl)ccc2n1
→ -15, 0.2, -9, 1, 0, 24, -31, 1, -1, 0
> COc1ccc(/C=N/NC(=S)NCC2CCCO2)cc1 (stereo unspecified)
→ -17, 1.0, 28, -4, -1, 19, 5, 10, 1, -9
> COc1cc(/C=C/C(=O)OCC(=O)Nc2cc(C(F)(F)F)ccc2N2CCOCC2)ccc1O
→ -6, 0.1, 15, 0, -3, 3, -25, 3, -2, -2
> O=C(O)c1ccc(Cl)c(S(=O)(=O)Nc2ccc(OCc3ccccc3)cc2)c1
→ -43, -1.1, 12, 1, -6, 47, -69, 5, -5, 7
> COc1cc(OC)c(C2=Nc3ccc(Br)cc3C(c3ccccc3)N2CC(=O)NN)cc1OC (stereo unspecified)
→ -31, -0.9, -1, 3, -1, 3, 2, 3, 4, 1
> COC(=O)CN(C)C1CC(=O)N(c2ccc(Cl)cc2)C1=O (stereo unspecified)
→ 0, -0.2, 1, 0, 0, 19, 16, -5, 2, 0
> COc1ccc(-c2oc3ccccc3c2C(=O)OCc2ccc(O)cc2)cc1
→ 3, -1.4, -25, 8, 2, 11, -17, -16, 6, 0
> Cc1ccc(-n2c(O)c(C=NCc3ccccn3)c3ccccc3c2=O)cc1C
→ -3, 0.2, 1, -4, 4, 19, 11, 1, 5, -5
> COC(=O)[C@@]12CCCCN1[C@H](c1ccc(-c3cccc(Cl)c3)cc1)[C@H]1C(=O)N(C)C(=O)[C@H]12
→ x, -0.1, 19, x, -1, 29, 4, 1, x, 1
> CN(C)c1nc(N)c([N+](=O)[O-])c(NCCO)n1
→ -8, x, x, -6, 0, 13, 21, x, 3, -2
> CCc1ccc(NC(=O)c2ccc3c(c2)C(=O)N(Cc2ccco2)C3=O)cc1
→ -6, 0.7, 3, -1, 0, 11, -58, 6, -4, -2
> Cc1cccc(C(=O)Nc2nnc(-c3ccc(C(C)(C)C)cc3)s2)c1
→ -52, -0.6, -10, -4, 2, 25, -102, 3, -5, 1
> CCOC(=O)c1sc(Nc2nc3c(F)cccc3s2)cc1C
→ -21, 1.7, u, -1, 1, 12, -280, 45, 14, -3
> CC(C)=CCN1CCN(Cc2cc3ccccc3[nH]2)CC1CCO (stereo unspecified)
→ -40, 1.3, -7, 0, -5, 27, -3, 0, 2, -1
> Cn1c(SCC(=O)Nc2ccc(NC(=O)c3ccccc3F)cc2)nnc1-c1ccncc1
→ -34, 0.9, -11, 6, -1, 24, -12, 0, -1, 1
> O=C(Cc1ccc([N+](=O)[O-])cc1)N/N=C/c1cccnc1
→ x, -0.2, 3, x, 0, 14, 10, -4, x, -1
> CCCn1c(SCC(=O)Nc2ccc(OC)cc2)nnc1-c1ccncc1
→ -5, -0.6, 1, 1, -1, 20, 24, 3, -2, 4
> COc1ccccc1/C=N/NC(=O)c1nnn(-c2nonc2N)c1CN(C)c1ccccc1
→ -1, -0.5, -9, -1, 11, 7, 16, 4, 3, -49
> COCc1cc(C)nc(SCC(=O)Nc2ccc(N3CCOCC3)cc2)c1C#N
→ -40, -0.4, 8, -1, -1, 27, -24, 9, 1, -17
> CCC(=O)c1ccc(OCC(=O)OCC(=O)N2CCc3ccccc32)cc1
→ x, -0.5, -1, x, 1, 16, 8, 5, x, 0

Remaining list, next part.
Screens in order: KLF5 inh, HIF act, HSF1 activator, HSP90 refold inh, GSK3A inh, AI-2 QS mod, aSyn UTR inh, HSF1 inhib, IEC-6 cytotox, GSK3B inh
> Cc1nc2ccc(Cc3ccc4nc(C)[nH]c4c3)cc2[nH]1
→ -8, 0.5, -3, -4, 7, 18, -15, -7, -5, -2
> COc1ccc(OC)c(CNC(=O)C2CCCN(S(=O)(=O)N3CC(C)CC(C)C3)C2)c1 (stereo unspecified)
→ -6, -0.2, 17, -2, -6, 11, 7, 0, -4, -4
> COC(=O)N/N=C/c1ccc([N+](=O)[O-])s1
→ -7, -0.6, -9, 0, 0, 33, -142, -1, -3, -2
> O=C(Nc1ccc2ccccc2n1)c1ccc(Cl)cc1
→ -115, -11, 60*, 8, 1, 16, -145, 31, 8, 2
> COc1cccc(CNC(=O)CCNC(=O)C2CCN(S(=O)(=O)c3ccccc3)CC2)c1
→ -37, 0.1, 7, -3, -5, 16, 9, -1, -1, -1
> COc1ccc(NC(=O)c2c(N)cnn2C)cc1
→ -66, 0.1, 26, 1, -1, 1, -40, -1, 0, 3
> CC1CCCCN1C(=O)CCS(=O)(=O)c1cc2c(cc1Cl)NC(=O)CO2 (stereo unspecified)
→ -10, -0.2, -8, -1, 2, 4, -1, 3, -3, 5
> CCc1nnc(SCC(=O)Nc2ccccc2)nc1CC
→ 13, 0.1, -9, -2, -3, 10, 5, 3, -1, 1

Bioassay records deposited in PubChem BioAssay by several laboratories.
